Compound activity from PubChem BioAssay.
TCR activator = T cell receptor activation | 330,000 tested, under 10 active | AID 504894 | primary human leukocytes, anti-CD3, IL-2 HTRF, 48 h | Potency, µM (highest dose often 9.22 µM), for the others: at the top dose activation of IL-2 secretion, actives largely listed as activators; active means well fitted activation curve with a large enough effect; inconclusive means small, poorly fitted or top-dose-only effect, or another doubt; inactive means no such curve, though single readings can be large or run the other way; further: % of control where 0% means no effect
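TCR engagement came from a-CD3 beads alone, with compounds added to primary human leukocytes for 48 hr. Secreted IL-2 bridged europium cryptate- and d2-labelled anti-IL-2 antibodies, giving FRET emission at 665nm after 320nm excitation.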
KCNH2 3.1 block = KCNH2 3.1 (human) potassium channel inhibition; U2OS KCNH2 3.1, thallium flux FluxOr; stronger effect = lower value; activity change, % (tested at about 1.8 µM); 0.95% of 340,000 active; AID 720553;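 active means maximum activity change below -70%; inconclusive means maximum activity change from -70% to -50%; inactive means maximum activity change above -50%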;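 further: thallium influx rate constant from kinetic fluorescence after stimulation buffer; on the % scale 0 is the no-effect control and ±100 the full control effect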
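Thallium flux read-out: FluxOr dye with Red40 quencher in HBSS/HEPES, 45 min at RT. Rate constants from kinetic reads were normalized to positive and negative DMSO controls. Cells: U2OS virally expressing the 3.1 isoform.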
hERG WT inh = KCNH2 (human, wildtype) channel inhibition | Q12809 | U2OS, BacMam KCNH2, thallium flux FluxOr; stronger effect = lower value | activity change, % at 1.84 µM | 0.37% of 340,000 active;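 active means maximum activity change below -70%; inconclusive means maximum activity change between -70% and -50%; inactive means maximum activity change above -50%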; further: on the % scale 0 is the no-effect control and ±100 the full control effect
Target sequence (Q12809 whole entry, looked up): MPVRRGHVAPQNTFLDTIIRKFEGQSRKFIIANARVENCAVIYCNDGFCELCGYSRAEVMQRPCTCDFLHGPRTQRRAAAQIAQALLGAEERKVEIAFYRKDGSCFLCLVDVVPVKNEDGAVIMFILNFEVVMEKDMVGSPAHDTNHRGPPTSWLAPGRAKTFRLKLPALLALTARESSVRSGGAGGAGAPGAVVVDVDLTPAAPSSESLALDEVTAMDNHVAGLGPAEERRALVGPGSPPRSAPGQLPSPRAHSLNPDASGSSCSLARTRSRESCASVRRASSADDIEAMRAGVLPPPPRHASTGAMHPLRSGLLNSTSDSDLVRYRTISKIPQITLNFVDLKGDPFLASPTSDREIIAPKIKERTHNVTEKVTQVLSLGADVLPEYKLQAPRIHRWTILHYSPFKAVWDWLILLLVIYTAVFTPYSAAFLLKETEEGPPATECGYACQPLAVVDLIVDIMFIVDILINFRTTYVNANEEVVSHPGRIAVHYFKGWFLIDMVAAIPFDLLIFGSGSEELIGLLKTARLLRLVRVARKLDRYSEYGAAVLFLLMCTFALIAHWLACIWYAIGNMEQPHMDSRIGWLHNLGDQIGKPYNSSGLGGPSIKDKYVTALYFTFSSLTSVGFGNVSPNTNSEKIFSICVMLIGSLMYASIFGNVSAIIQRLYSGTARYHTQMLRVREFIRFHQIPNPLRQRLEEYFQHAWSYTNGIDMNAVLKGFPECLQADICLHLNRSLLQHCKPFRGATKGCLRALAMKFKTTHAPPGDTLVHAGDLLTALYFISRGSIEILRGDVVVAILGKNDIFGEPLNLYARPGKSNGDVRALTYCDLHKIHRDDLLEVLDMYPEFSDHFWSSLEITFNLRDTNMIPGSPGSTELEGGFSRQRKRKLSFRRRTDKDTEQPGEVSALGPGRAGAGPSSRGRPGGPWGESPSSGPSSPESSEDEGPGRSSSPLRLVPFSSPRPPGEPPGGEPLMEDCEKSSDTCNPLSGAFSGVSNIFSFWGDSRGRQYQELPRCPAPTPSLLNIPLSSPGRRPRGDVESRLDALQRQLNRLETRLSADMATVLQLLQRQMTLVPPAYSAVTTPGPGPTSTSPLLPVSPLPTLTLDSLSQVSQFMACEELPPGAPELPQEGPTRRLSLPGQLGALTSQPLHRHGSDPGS
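U2OS cells were transduced with wild-type KCNH2 virus (2.03 x 10^8 / mL) for 4 h at room temperature, then cultured overnight at 37 C. Thallium flux was read with FluxOr dye. Rate constants were normalized to DMSO controls.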
The depositor's hits bear a star; ? = inconclusive. A portion of the library; the hit share may differ from the screen's.

SMILES	TCR activator	KCNH2 3.1 block	hERG WT inh
CCCC[C@@H]1CN=C(N)N1CCCC	0%	6	-4
CCN(C(=O)COC(=O)C(c1ccccc1)c1ccccc1)c1c(N)n(Cc2ccccc2)c(=O)[nH]c1=O	6%	-10	-10
CCCCCn1c(=O)[nH]c2cc(C(=O)N3CCN(c4ccc(F)cc4)CC3)ccc2c1=O	6%	-7	-1
CCc1ccc(N2CC(C(=O)OCC(=O)N(CC)c3c(N)n(Cc4ccccc4)c(=O)[nH]c3=O)CC2=O)cc1 (stereo not given)	3%	-8	-21
O=C(C(=Cc1ccc(F)cc1)c1ccccc1)c1ccc(O)cc1	2%	0	-1
c1ccc2c(c1)CCc1ccccc1C2=C1CCNCC1	5%	-18	8
COc1cccc(/C=C/C(=C2\C(=O)N(c3ccccc3)N=C2C)c2ccc(Br)cc2)c1OC	-2%	4	7
CC1CC(C)CN(C(=O)C(C)N2CCN(S(=O)(=O)c3ccc(C(F)(F)F)cc3)CC2)C1 (stereo not given)	0%	1	16
CCc1ccc(C(=O)C(C)OC(=O)CN2C(=O)NC3(CCCC3)C2=O)cc1 (stereo not given)	0%	-6	7
CN1CCC(=C2c3ccccc3Sc3ccccc32)CC1	1%	-5	4
CCOc1ccc(NC(=O)c2ccccc2-c2ccccc2C(=O)O)cc1	2%	8	-8
Cc1nnc2sc(-c3ccc(NC(=O)c4ccc(-c5ccc(Cl)cc5Cl)o4)cc3)nn12	5%	-25	-11
Cn1c(N)nc2nc[nH]c2c1=S	0%	-6	11
Cc1cc(=O)oc2c(O)c(O)ccc12	-5%	-8	-6
O=C(c1ccco1)N1CCN(C(=O)c2cc(-c3ccncc3)nc3ccc(Br)cc23)CC1	1%	-20	0
O=[N+]([O-])c1ccc(COc2cccc(CN3CCCC3)c2)cc1	6%	-27	85
CCOC(=O)C1=NNC(C(=O)OCC)C1C(=O)OCC (stereo not given)	-1%	18	9
Cc1ccccc1Nc1nc(N)nc(C)c1Br	-1%	-9	-2
CC(=O)Oc1cc(O)c2c(=O)c(OC(C)=O)c(-c3ccc(OC(C)=O)c(OC(C)=O)c3)oc2c1	16%	3	3
O=C1NC2CCCCC2C(=O)N1OS(=O)(=O)c1ccccc1 (stereo not given)	-8%	-2	-4

Only TCR activator, for four of the compounds above:
SMILES | TCR activator
O=C(c1ccco1)N1CCN(C(=O)c2cc(-c3ccncc3)nc3ccc(Br)cc23)CC1 | 1%
O=[N+]([O-])c1ccc(COc2cccc(CN3CCCC3)c2)cc1 | 6%
CCOC(=O)C1=NNC(C(=O)OCC)C1C(=O)OCC (stereo not given) | -1%
Cc1ccccc1Nc1nc(N)nc(C)c1Br | -1%

The listing continues.
SMILES	TCR activator	KCNH2 3.1 block	hERG WT inh
CCc1nc(C)cn1S(=O)(=O)c1ccc2c(c1)OCCO2	-61%	11	5
COc1ccccc1N1C(=O)C(=O)N(C)C1=O	6%	-8	-11
CN(C)CCC(Oc1ccccc1OCc1ccccc1)c1ccccc1 (stereo not given)	-3%	-7	29
Cc1ccc(NC(=O)CN2CCN(Cc3ccccc3)CC2)cc1Cl	-5%	-19	13
O=C(Nc1ccccc1)OCCOc1ccc(Cl)cc1Cl	-4%	-13	-6
O=[N+]([O-])c1ccc(C=NNC(=S)NN=Cc2ccc([N+](=O)[O-])cc2)cc1	-2%	-8	-10
O=C(NCCNC(=O)Oc1cccc2ccccc12)Oc1cccc2ccccc12	4%	23	-3
CC(C)OC(=O)c1c(N)sc2c1CCCC2	-2%	11	-6
CC1=CC(=O)[C@@H](O)[C@@H](c2ccccc2Br)N1C	-5%	1	-2
Oc1ccc(-c2cnc3ccccc3n2)cc1	2%	0	-1
Cc1cc(=O)[nH]c2[nH][nH]c(=O)c12	0%	0	13
CN(Cc1ccccc1)CC1C2CCC(C2)C1O (stereo not given)	-4%	18	-1
O=C1c2cccc3cccc(c23)C(=O)N1CCCn1ccnc1	0%	17	1
COc1nc(-c2ccccc2)c2cc(Br)ccc2n1	6%	-1	0
CCOC=C1C(=O)N(C(C)=O)c2cc(OC)c(OC)cc21	10%	-7	-1
S=c1nc[nH]c2c1ncn2-c1ccccc1	-3%	-7	16
CC(=O)Nc1ccc(NC(=O)c2ccnn2C)cc1	-2%	0	-7
N#Cc1c(-c2ccc(F)cc2)c(-c2ccc(F)cc2)nn(CCO)c1=O	-4%	-2	13
O=C(NC1CC1)C1Nc2ccc(OC(F)(F)F)cc2C2C=CCC12 (stereo not given)	-3%	-20	-6
C=CCN([C@H](C(=O)OC)C(C)C)S(=O)(=O)CCNCc1ccccc1	9%	6	-4
O=C(Nc1cc(Cl)ccc1Cl)P(=O)(O)c1ccccc1	-4%	27	17
O=C(CCCSCCCC(=O)NN=Cc1ccccc1)NN=Cc1ccccc1	-4%	13	3
CCc1ccc2cccc3c2c1N=CN3C	0%	1	0
CCOC(=O)C[C@H]1c2cc(F)ccc2S(=O)(=O)N1C(C)(C)C	2%	1	-6
CN(C)c1ccc(/C=C(/C#N)C(=O)Nc2nc3c(s2)CCN(Cc2ccccc2)C3)cc1	-3%	-40	5
CCN(CC)c1ccc(C=NN2CCCCCC2)cc1	6%	8	4
Nc1ccc2c(c1)C(O)c1cccc(C(=O)O)c1-2 (stereo not given)	7%	4	4
O=C(Cc1ccc(NC(=O)C2CCCN(C(=O)C3CC3)C2)cc1)Nc1cccc(C(=O)N2CCCC2)c1 (stereo not given)	-1%	-3	1
CC1CC(C)(C)CC2(C1)NC(=O)N(CC(=O)N1CCN(S(=O)(=O)c3ccc(F)c(F)c3F)CC1)C2=O (stereo not given)	-1%	-6	14
CCC(=O)c1ccc(OCC(=O)NCCCN2CCOCC2)cc1	1%	-6	-1

Given in markdown: part of the list above
| SMILES | TCR activator | KCNH2 3.1 block | hERG WT inh |
| --- | --- | --- | --- |
| COc1cccc(/C=C/C(=C2\C(=O)N(c3ccccc3)N=C2C)c2ccc(Br)cc2)c1OC | -2% | 4 | 7 |
| CC1CC(C)CN(C(=O)C(C)N2CCN(S(=O)(=O)c3ccc(C(F)(F)F)cc3)CC2)C1 (stereo not given) | 0% | 1 | 16 |
| CCc1ccc(C(=O)C(C)OC(=O)CN2C(=O)NC3(CCCC3)C2=O)cc1 (stereo not given) | 0% | -6 | 7 |
| CN1CCC(=C2c3ccccc3Sc3ccccc32)CC1 | 1% | -5 | 4 |

The list continues.
SMILES	TCR activator	KCNH2 3.1 block	hERG WT inh
N#Cc1ccc(Oc2ncccn2)cc1	-1%	1	-1
Cn1c(=O)c2c(nc(CCc3ccccc3)n2C)n(C)c1=O	-2%	14	-5
O=[N+]([O-])c1ccc(Oc2cccnc2)c([N+](=O)[O-])c1	-5%	2	10
O=C(OCC1CCC=CO1)C1CCC=CO1 (stereo not given)	-1%	8	0
COC(=O)CCCC1=CC2=CC(=O)C(C)(OC(=O)c3cccs3)C(=O)C2=CN1c1ccccc1 (stereo not given)	3%	-6	4
O=S(=O)(Nc1ccccc1-c1ccccc1)c1ccccc1	-4%	-14	13
COc1cccc2c1SCc1ccccc1C2CC(N)=O (stereo not given)	-4%	10	-7
C[C@@H]1[C@H](c2ccccc2)Oc2ccc(Cl)cc2S(=O)(=O)N1CC1CCCN1C(=O)OC(C)(C)C (stereo not given in full)	3%	-15	1
O=C(CCCCC(=O)NN=Cc1ccccc1O)NN=Cc1ccccc1O	-1%	-4	-2
O=C(O)C1C2C=CC(O2)C1C(=O)Nc1ccccn1 (stereo not given)	-9%	-3	3
CCOc1ccc(S(=O)(=O)N2CCCCC2)cc1NC(=O)c1ccccc1	-12%	2	2
CCO[C@@H]1OC(C(N)=O)=C[C@H](C(C)(C)C)[C@H]1CCCO	-2%	-6	-20
Cc1nc2nc(C)n(CCN3CCOCC3)c(=O)c2c(-c2cccc([N+](=O)[O-])c2)c1C(=O)CCCCCCCCCCN1CCC(c2ccccc2)(c2ccccc2)CC1	3%	?	-33
O=C(NNC(=O)c1cccc2ccccc12)c1ccc(Br)cc1	5%	20	3
CCC(=O)Nc1ccc2c(c1)Cc1cc([N+](=O)[O-])ccc1-2	1%	-6	-8
O=C(Cc1ccc(Cl)cc1)NCCc1ccc(F)cc1	-1%	0	-25
O=C(COc1ccc(F)cc1)c1ccc2c(c1)CCCC2	-33%	-30	0
Cc1c(Cl)cccc1NC(=S)NC(=O)c1cncc(Br)c1	13%	3	1
CC1CCCN1c1ccnc2cc(Cl)ccc12 (stereo not given)	0%	-5	-4
CC(NCCN(C)C)C1CCC2C3CCc4cc(O)ccc4C3CCC12C (stereo not given)	0%	-5	36

Some of these compounds in order of the TCR activator value, smallest number first.
Molecule,TCR activator
Cc1ccc(NC(=O)CN2CCN(Cc3ccccc3)CC2)cc1Cl,-5%
O=C(Nc1ccccc1)OCCOc1ccc(Cl)cc1Cl,-4%
CC1CC(C)(C)CC2(C1)NC(=O)N(CC(=O)N1CCN(S(=O)(=O)c3ccc(F)c(F)c3F)CC1)C2=O (stereo not given),-1%

Further results:
SMILES	TCR activator	KCNH2 3.1 block	hERG WT inh
C#CCN1C=CC(=O)[C@@H](OC(=O)Nc2ccc(Br)cc2)[C@H]1c1ccccc1Br	-2%	10	-4
[O-][n+]1ccccc1/C=C/c1ccccc1	0%	0	3
NC(N)=Nc1ccc(C=C2C=Cc3ccccc32)cc1	0%	0	7
O=S(=O)(Nc1ccc(O)c2ccccc12)c1ccc(F)cc1	-4%	-7	1
CCOC(=O)C1(Cc2ccccc2C)CCCN(C(=O)CSC)C1 (stereo not given)	1%	-8	-2
CCCn1cnc2c(SCc3ccccc3)nc(N)nc21	5%	6	-1
COc1cccc(C=NNc2ccc([N+](=O)[O-])cn2)c1OC	-4%	6	5
CC#CCN1c2ccccc2[C@]23C[C@@H](C(=O)OC)N(C(=O)c4ccc(Br)cc4)C2=NC(C(=O)OC)=C(C(=O)OC)[C@H]13	-3%	-20	0
CCOC(=O)[C@@H]1[C@H]2COc3ccccc3[C@@H]2N2C(=O)N(c3ccc(F)cc3)C(=O)[C@]12C	-4%	-1	5
Cc1cccc(C)c1NC(=O)c1cccc(C(=O)Nc2c(C)cccc2C)n1	7%	7	-9
COc1ccc(CN(C)CCCn2cnc3c(OCc4ccccc4)ncnc32)cc1OC	-4%	-29	18
Cn1c(=O)c2c(nc3n2CC(O)CN3c2ccccc2)n(C)c1=O (stereo not given)	-1%	7	-4
CCOc1ccc(CCNC(=O)c2ccc(C)c(S(=O)(=O)N3CCOCC3)c2)cc1OCC	-30%	13	-8
CC(CCCN1CCCC1)Nc1ccnc2cc(Cl)ccc12 (stereo not given)	3%	-2	-1
COc1c(C)cccc1C(=O)Nc1cc(-c2nn3c(C)nnc3s2)ccc1C	0%	0	0
CCN(CC(=O)Nc1ccc(NC(C)=O)cc1)C(=O)C1CCN(C(=O)c2ccccc2C)CC1	-5%	20	-3
COc1ccccc1C(=O)NC(CCSC)C(=O)OCC(=O)N1CCN(S(=O)(=O)c2ccc(C)cc2)CC1 (stereo not given)	0%	-27	-10
Cc1ccc(-n2nc(C(=O)N3CCN(C)CC3)c3c4ccccc4n(C)c3c2=O)cc1	6%	1	-5
CCOC(=O)N(Cc1ccccc1)C1CC1	4%	21	3
CCOC(=O)C1(C(=O)OCC)COC(=O)C2(CC)OC21 (stereo not given)	-5%	-4	-11
CC1CC1C(=O)Nc1nc2ccc(Cl)cc2s1 (stereo not given)	0%	-25	4
COC(=O)[C@@H](Cc1c[nH]c2ccccc12)NCc1ccc(B(O)O)cc1	-1%	-36	0
N#CC1(Nc2ccc([N+](=O)[O-])cc2)CCCC1	-4%	-5	14
Cc1cccc(NC(=O)CNC(=O)CN2C(=O)NC(C)(CCC(C)C)C2=O)c1C (stereo not given)	0%	-8	-4
O=C1CCc2cc(Br)ccc2O1	-6%	4	2
CN1CCc2c(C#N)c(N3CCCCC3)nc(N3CCOCC3)c2C1	6%	-3	3
O=S(=O)(CCS(=O)(=O)c1ccccc1)c1ccccc1	-9%	-8	-2
COc1ccc(C(=O)NNC(=O)c2cc3ccccc3cc2O)cc1	-2%	-1	5
O=C(CCn1c(=O)sc2ccccc21)NCCN1CCOCC1	-3%	5	-1
NNc1nc(-c2ccccc2)nc(-c2ccccc2)c1Br	-3%	-7	-14
Cc1ccc(C)c(N/C=C(\C#N)c2nc3ccccc3o2)c1	-7%	-12	9
CC(=O)c1ccc(CCCc2ccc(C(C)=O)cc2)cc1	2%	-4	-3
O=C(NNC(=O)c1ccc(Cl)cc1Cl)c1ccc2ccccc2c1	-2%	-2	-3
COCCN1C(=O)C(C(=O)OC)CC2=C1CC(C)(C)CC2=O (stereo not given)	2%	1	19
CCOC(=O)c1ccc(NC(=S)Nc2ccc(Br)cc2N)cc1	7%	1	9
CN1C[C@H](C(=O)NC2(C)OC3(O)[C@@H]4CCCN4C(=O)[C@H](Cc4ccccc4)N3C2=O)CC2c3cccc4[nH]cc(c34)C[C@H]21 (stereo not given in full)	10%	18	-5
CC1CC(C)C(=O)C(C(CC2CC(=O)NC(=O)C2)OC(=O)CC(=O)c2ccccc2)C1 (stereo not given)	-6%	8	1
C=CCOC(=O)C1=C[C@@H](c2ccc(C(F)(F)F)cc2)C[C@@H](OCCCCO)O1	-3%	-4	7
